High-throughput results deposited in PubChem BioAssay by Broad Institute.
PglD inh = blocks C. jejuni PglD acetyltransferase activity. purified PglD enzyme, DTNB colorimetric CoA detection. inhibition, % at 12.5 µM. actives 0.098% (n = 360,000). AID 602405; in the data active = inhibition above about 16%, passing the limit was not always enough; note: strong numbers were not always called active
PGC1a acetyl inh = modulators of PGC1a acetylation | U2OS PGC1a acetylation, AlphaScreen anti-acetyl-lysine; with virally co-expressed GCN5 acetyltransferase | inhibition, % at 15.6 µM | actives 0.17% (n = 350,000) | AID 651687;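 active = every replicate shows inhibition of at least 40%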;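 note: 0% = neutral control wells and 100% = positive control wells; some results beyond the cut were filed as inactive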
* = called active by the depositor. Some of the compounds tested (hit frequency here may not be typical).

SMILES | PglD inh | PGC1a acetyl inh
COc1ccc2cc(C(=O)NCC(=O)O)sc(=O)c2c1OC | 11 | 3
COc1ccc(N2CCN(C(CNC(=O)c3cccc(Cl)c3)c3cccnc3)CC2)cc1 (configuration not stated) | -1 | -13
CCCCCn1c(=S)[nH]c2ncccc2c1=O | 4 | 1
O=C(O)C(Cc1cn[nH]n1)=NO | -2 | 3
COc1ccccc1NC(=O)COc1ccc(Br)cc1CO | -1 | 5
CCN1C(=O)N(C)C2(c3ccccc3)N(C)C(=O)N(C)C12c1ccccc1 (configuration not stated) | -4 | 4
COc1ccc(-c2nc(C#N)c(NC(C)c3ccccc3)o2)cc1OC (configuration not stated) | 3 | -21
O=C(CC12CC3CC(CC(C3)C1)C2)NCc1ccncc1 | 1 | 3
O=S(=O)(N/N=C\C=C\c1ccccc1)c1ccc(Br)cc1 | 2 | 50
O=C(CNC(=S)N(Cc1ccc(F)cc1)C1CCCCC1)NC1CC1 | -19 | 1
CCc1ccc(N2CC(C(=O)Nc3cccnc3)CC2=O)cc1 (configuration not stated) | -1 | -13
CCCn1nc(NS(C)(=O)=O)c2cc3cccc(C)c3nc21 | -2 | 14
O=C(Nc1ccn(Cc2c(F)c(F)c(F)c(F)c2F)n1)c1ccc(COc2ccccc2Cl)cc1 | -2 | -41
CCOc1ccc(CCNC(=O)C2CCCN(c3nnc(-n4cccc4)s3)C2)cc1OCC (configuration not stated) | -3 | -4
CS(=O)(=O)Nc1ccc(C(=O)NCCc2ccccc2)cc1 | -130 | -7
CSCCC(NC(N)=O)C(=O)NCC1CCCCC1 (configuration not stated) | -9 | 7
O=C(Cn1c(NCCO)nc2ccccc21)NCCc1ccccc1 | 2 | -5
COc1cc(OC)c(C2=NOC(C(=O)Nc3c(C)nn(CC(=O)N4CCCC4)c3C)C2)cc1Cl (configuration not stated) | 3 | -9
CC(=O)N1CCN(c2ccccc2NC(=O)COc2ccc(Cl)cc2Cl)CC1 | 5 | -7
O=C1CCC(Cc2ccccc2)N1 (configuration not stated) | -4 | -4
COc1ccc(-n2nc3c(N4CCC(C(=O)NCc5ccco5)CC4)nnc(C)c3c2C)cc1 | -2 | -12
Cc1onc(-c2ccccc2)c1C(=O)NCc1ccco1 | -3 | -9
N#Cc1cc2c(nc1SCc1ccccc1)CCCCC2 | -8 | 6
c1ccc2cc(CN3CCOCC3)ccc2c1 | 3 | -15
COc1cccc(-c2nc3c(c(SCC(=O)N4CCOCC4)n2)Cc2c(CO)cnc(C)c2O3)c1 | 3 | -2
O=C(c1c(F)cccc1F)N1CCN(c2ccccc2F)CC1 | 3 | 1
COc1ccc(N(CC(=O)NCc2ccco2)S(=O)(=O)c2ccc(OC)c(OC)c2)cc1 | -4 | -6
CCOC(=O)c1cccnc1SC(CC)C(=O)N1CCOCC1 (configuration not stated) | 7 | -5
Cc1ccc(Cn2nnc3c(=O)[nH]c(C(=O)NCc4ccco4)nc32)cc1 | -4 | -5
COc1ccc(/C=C(/NC(=O)c2ccc(C)cc2)c2nc3ccccc3[nH]2)cc1OC | -5 | 0
COC(=O)C1(S(=O)(=O)c2cccc3nsnc23)CC1 | -1 | -1
CCc1cc2c(=O)c(-c3nc4ccccc4n3C)c(C)oc2c(CN(CC)CC)c1O | -5 | -6
COc1ccc(OC)c(S(=O)(=O)N2CCN(C34CC5CC(CC(C5)C3)C4)CC2)c1 | -4 | 5
COC(=O)c1cc(OC)c(OC)cc1NC(=S)N1CCC(C(N)=O)CC1 | 1 | 5
CCCC(=O)Nc1cccc(-c2nc3cc(C)c(C)cc3o2)c1 | -2 | 0
CCc1nc2ccccc2c2nc3ccccc3n12 | 7 | 0
COc1ccc(CNC(C)C2COc3ccccc3O2)c(OC)c1 (configuration not stated) | 0 | -6
CCOc1ccc(N2C(=O)CC(NC3CCCCNC3=O)C2=O)cc1 (configuration not stated) | -1 | 10
COc1cc(N=c2ssnc2Cl)cc(OC)c1OC | -3 | -1
CC(C)(C)c1cc(-c2ccco2)c(C#N)c(SCC#N)n1 | -1 | -9
CCOC(=O)c1cnc2ccc(C)cc2c1NCCO | -5 | 15
CCc1ccc(NC2=NC(C(=O)c3ccccc3)CC(=O)N2)cc1 (configuration not stated) | -5 | -8
N#C/C(=C\c1cn[nH]c1-c1ccccc1)C(=O)NC1CCCCCC1 | 6 | -11
O=C(Nc1nc2c(s1)CCCC2)Oc1ccccc1 | -1 | -1
Cc1ccc(CCNC(=O)CN2CCN(Cc3ccccc3F)C2=O)cc1 | 1 | 3
CC(=O)/C=C(\C)NCCNc1c(F)c(F)c(CO)c(F)c1F | 2 | -8
CCC(C)NC(=O)c1ccccc1NC(=O)c1ccccc1N(C)S(C)(=O)=O (configuration not stated) | 3 | -5
O=C(O)Cn1c(SCCOc2ccccc2F)nc2ccccc21 | 2 | 8
CCOC(=O)c1[nH]c2ccc(OC)cc2c1NC(=O)NC(C)C | 0 | -5
CCN(CC)c1ccc2c(C)c(CN3CCOCC3)c(=O)oc2c1 | -3 | -10

Record cards, as listed above. Order of values: PglD inh | PGC1a acetyl inh
`CCN(CC)c1ccc2c(C)c(CN3CCOCC3)c(=O)oc2c1` is entered as -3 | -10
`CCc1ccc(NC2=NC(C(=O)c3ccccc3)CC(=O)N2)cc1` (configuration not stated) is entered as -5 | -8
`CCOC(=O)c1[nH]c2ccc(OC)cc2c1NC(=O)NC(C)C` is entered as 0 | -5

(further entries)
SMILES | PglD inh | PGC1a acetyl inh
Cc1csc(SCC(=O)c2cc(C)n(Cc3cccs3)c2C)n1 | -2 | -15
O=C(COc1ccc(/C=N/NS(=O)(=O)c2ccccc2)cc1)Nc1ccc(F)cc1 | 0 | -12
O=C(Oc1ccc2c(=O)c(Oc3ccc4ccccc4c3)coc2c1)c1ccco1 | -4 | -3
COc1ccc(NC(=O)CN2CCN(CC(=O)Nc3ccccc3Cl)CC2)cc1 | -2 | -7
COC(=O)c1ccc(Nc2nc(C)cc(C)n2)cc1 | 16 | 0
Cc1cc(OC(=O)c2ccccc2Cl)cc(=O)n1C | 3 | 10
Cc1ccc(NC(=O)CCN2C(=O)c3ccccc3C2=O)cc1C | 1 | -1
Cc1cc(-n2ccc(=O)[nH]c2=O)nc(-c2ccccc2)n1 | -5 | 50
COc1ccc(CN(CC(=O)NCc2ccco2)C(=O)CCC(=O)Nc2nccs2)cc1 | 3 | -3
COc1ccc2c(C)cc(SCC(=O)Nc3c(C)n(C)n(-c4ccccc4)c3=O)nc2c1 | 6 | 7
O=C(CN(C(=O)Cn1nnc(-c2cccs2)n1)c1ccc2c(c1)OCCO2)NC1CCCCC1 | 4 | 1
Cc1ccc(-c2nn3c(-c4ccco4)nnc3c3ccccc23)cc1S(=O)(=O)NCC1CCCO1 (configuration not stated) | -1 | 0
COc1nc(OC)nc(N(C)CCO)n1 | -2 | -8
NC(=O)c1sc2nc3c(c(-c4cccnc4)c2c1N)CCC3 | 0 | -5
O=C1c2ccccc2NC(c2ccc(Cl)cc2Cl)N1Cc1ccccc1 (configuration not stated) | 8 | -23
CCOC(=O)Cc1csc(NC(=O)CCN2C(=O)c3ccccc3C2=O)n1 | -5 | -8
CCN1C(=O)C(C)S/C1=N\S(=O)(=O)c1ccc(Cl)s1 (configuration not stated) | 0 | 0
O=C1C2CC=CCC2C(=O)N1c1ccc(Cc2ccncc2)cc1 (configuration not stated) | -5 | 2
Cc1cccc2cc(CN(CC3CCCO3)C(c3nnnn3Cc3ccco3)C(C)C)c(=O)[nH]c12 (configuration not stated) | 8 | 13
CCCCC(=O)NC(N1CCCCC1)C(Cl)(Cl)Cl (configuration not stated) | -5 | 11
O=C(Nc1ccccc1)c1ccc(S(=O)(=O)NCC2CCCO2)cc1 (configuration not stated) | 8 | -10
O=C(c1cccnc1)N1CCN(c2c(Cl)cccc2[N+](=O)[O-])CC1 | -1 | -5
O=C1CC(=O)N(Cc2cccs2)C(=O)N1 | 3 | -2
Cn1c(=O)c2c(nc(CN3CCN(c4ccccc4F)CC3)n2CCCc2ccccc2)n(C)c1=O | -8 | 2
CCC1CCc2sc(C(=O)O)cc2C1 (configuration not stated) | 0 | 52
Cc1ccccc1S(=O)(=O)Cc1ccc(C(=O)N2CCN(c3cccc(C)c3C)CC2)o1 | -9 | 1
CCOC(=O)CSC1=C(C#N)C(c2ccc(C)cc2)C2=C(CCCC2=O)N1 (configuration not stated) | -1 | -6
O=C(NCCc1ccccc1)c1cccc(N2CCCC2=O)c1 | -1 | 3
CCN(CC)C(=O)C(=O)N/N=C/c1cccs1 | 1 | 39
CC(=O)c1cccc(NC(=O)C2CCN(S(=O)(=O)c3ccc(C)cc3)CC2)c1 | -2 | -8
Cc1cc(C)n(/N=C/c2ccccc2)c(=O)c1C#N | 3 | 2
CCOC(=O)c1c(C)oc2ccc(O)c(CN(C)C)c12 | 1 | -4
O=C(NC(=O)c1ccccc1)OCC(F)(F)F | -7 | 6
Cc1ccnc(NC(=O)CCC(=O)N(CC(=O)NCCc2ccccc2)Cc2ccco2)c1 | -15 | 40
COc1ccc(CCn2c(C)cc(C(=O)CSc3nnc(N)s3)c2C)cc1 | 6 | -2
C=CCn1c(SC/C=C/c2ccccc2)nnc1-c1sc(N)nc1C | -4 | 0
O=C1NC(=O)/C(=C\c2ccc(Sc3ccc(Cl)cc3)o2)N1 | 2 | -24
COc1cc(CNCCN2CCOCC2)ccc1OCc1cccc(Cl)c1 | 0 | -4
Fc1ccc2[nH]c3c(N4CCSCC4)ncnc3c2c1 | -6 | -14
CCOCCCN(C(=O)Cn1nnc2ccccc21)C(C(=O)NCc1ccco1)c1ccncc1 (configuration not stated) | -2 | 3
CCCCCn1c(NC(=O)c2ccco2)c(S(=O)(=O)c2ccc(C)cc2)c2nc3ccccc3nc21 | 2 | 20
Clc1ccc(-c2nc3cnccn3c2NC2CCCC2)cc1 | 2 | -2
COc1ccc(CCN(C)CCN2C(=O)c3ccccc3C2=O)cc1OC | -5 | -3
COc1ccc(-n2c(C)cc(SC)c(C(C)=O)c2=S)cc1 | 2 | 2
O=C(NCc1ccco1)[C@@H]1CSC2c3ccccc3C(=O)N21 (some centres not stated) | -1 | -6
Cc1cc(NC(=O)CSc2nc3c(c(-c4cccnc4)c2C#N)CCC3)no1 | 0 | -20
Cc1ccc(-c2csc(NC(=O)c3ccc(-c4ccccc4)cc3)n2)o1 | -2 | 2
CC1Cc2ccccc2N1C(=O)CCNS(=O)(=O)c1cccc2nsnc12 (configuration not stated) | 3 | 13
COC(=O)c1ccccc1NC(=O)c1cc2ncc(Br)cn2n1 | -1 | 1
CCOc1ccc(S(=O)(=O)Nc2ccc(S(=O)(=O)N3CCOCC3)cc2)cc1 | 7 | 5
Going on with the list.
SMILES | PglD inh | PGC1a acetyl inh
CCOC(=O)c1cc(C)[nH]c(=S)c1C#N | -2 | 2
Cc1ccc(NC(=O)c2cc(S(=O)(=O)c3ccccc3)ccc2Cl)cc1 | -3 | 4
Cn1c(NC(=O)c2ccc(Br)o2)cc(=O)n(C)c1=O | 3 | -1
Cc1noc(C)c1C(=O)Nc1ccc(F)c(F)c1 | -8 | 6
O=C(O)C1CC(c2ccc(F)cc2)=NO1 (configuration not stated) | 0 | 9
N=c1c(C(=O)NCC2CCCO2)cc2c(=O)n3ccccc3nc2n1Cc1cccnc1 (configuration not stated) | 2 | -12
CC1=NN(c2nc(-c3ccc(F)cc3)cs2)C(=O)C1 | 2 | 4
CCS(=O)(=O)N1CCN(c2cccc(C)c2C)CC1 | 4 | -4
CC1CCN(S(=O)(=O)c2ccc(S(=O)(=O)NCc3ccco3)cc2)CC1 | -4 | 4
CN(C)S(=O)(=O)N1CCN(CC(=O)Nc2cc(Cl)ccc2Cl)CC1 | 1 | -9
O=C(CSc1nc2ccccc2c(=O)[nH]1)NCc1ccc(Cl)cc1 | -3 | 2
CCOC(=O)N1CCN(C(=O)c2ccc(N3C(=O)c4ccccc4C3=O)cc2)CC1 | 6 | -4
O=C(Nc1nc2ccc(S(=O)(=O)N3CCCC3)cc2s1)C1CCCCC1 | 0 | -40
O=C(CSCc1n[nH]c(=O)[nH]1)NCCOc1cccc(Oc2ccccc2)c1 | 4 | 3
c1ccc2c(C3CCO3)cccc2c1 (configuration not stated) | -1 | 4
CCOc1ccccc1N1CCN(C2=C(NS(=O)(=O)c3cccs3)C(=O)c3ccccc3C2=O)CC1 | -2 | -8
CCc1nc2c(c(SC)nn2-c2ccccc2)c(N)c1C(=O)OC | -5 | -4
CCC(=O)Nc1c(C)cc(C)cc1Cl | 0 | 12
COc1cc(C2C(C#N)=C(N)Oc3cc(C)n(CC4CCCO4)c(=O)c32)cc2c1OCO2 (configuration not stated) | -5 | -9
CC(=O)c1ccc(N2CCN(CCC#N)CC2)c(F)c1 | 26* | -7
Cc1ccc(S(=O)(=O)N2CCN(C(=O)CN3CCOCC3)C2)cc1 | -5 | -1

Structures shown so far that have fluorine:
SMILES | PglD inh | PGC1a acetyl inh
O=C(CNC(=S)N(Cc1ccc(F)cc1)C1CCCCC1)NC1CC1 | -19 | 1
O=C(Nc1ccn(Cc2c(F)c(F)c(F)c(F)c2F)n1)c1ccc(COc2ccccc2Cl)cc1 | -2 | -41
O=C(c1c(F)cccc1F)N1CCN(c2ccccc2F)CC1 | 3 | 1
Cc1ccc(CCNC(=O)CN2CCN(Cc3ccccc3F)C2=O)cc1 | 1 | 3
CC(=O)/C=C(\C)NCCNc1c(F)c(F)c(CO)c(F)c1F | 2 | -8
O=C(O)Cn1c(SCCOc2ccccc2F)nc2ccccc21 | 2 | 8
O=C(COc1ccc(/C=N/NS(=O)(=O)c2ccccc2)cc1)Nc1ccc(F)cc1 | 0 | -12
Cn1c(=O)c2c(nc(CN3CCN(c4ccccc4F)CC3)n2CCCc2ccccc2)n(C)c1=O | -8 | 2
O=C(NC(=O)c1ccccc1)OCC(F)(F)F | -7 | 6
Fc1ccc2[nH]c3c(N4CCSCC4)ncnc3c2c1 | -6 | -14
Cc1noc(C)c1C(=O)Nc1ccc(F)c(F)c1 | -8 | 6
O=C(O)C1CC(c2ccc(F)cc2)=NO1 (configuration not stated) | 0 | 9
CC1=NN(c2nc(-c3ccc(F)cc3)cs2)C(=O)C1 | 2 | 4
CC(=O)c1ccc(N2CCN(CCC#N)CC2)c(F)c1 | 26* | -7
